Screening data deposited in PubChem BioAssay by several laboratories.
PKA-R2B act – activators of human PKA-R2B complex; P22694+P31323; PKA-R2B holoenzyme dissociation, Cy5-IP20 fluorescence polarization; R2B truncated from residue 108, S112A mutant; 0% DMSO only, 100% 113 µM cGMP; activation, % at 11.4 µM; hit rate 0.079% among 340,000; AID 504700;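 active means activation above a cutoff set at the mean over all compounds plus 3 SD, cut at about 18% in these data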;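 further: higher means more holoenzyme dissociation and a rise in polarization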
Target sequence (P31323 whole entry, looked up, other chains not shown, the tested form may be a part): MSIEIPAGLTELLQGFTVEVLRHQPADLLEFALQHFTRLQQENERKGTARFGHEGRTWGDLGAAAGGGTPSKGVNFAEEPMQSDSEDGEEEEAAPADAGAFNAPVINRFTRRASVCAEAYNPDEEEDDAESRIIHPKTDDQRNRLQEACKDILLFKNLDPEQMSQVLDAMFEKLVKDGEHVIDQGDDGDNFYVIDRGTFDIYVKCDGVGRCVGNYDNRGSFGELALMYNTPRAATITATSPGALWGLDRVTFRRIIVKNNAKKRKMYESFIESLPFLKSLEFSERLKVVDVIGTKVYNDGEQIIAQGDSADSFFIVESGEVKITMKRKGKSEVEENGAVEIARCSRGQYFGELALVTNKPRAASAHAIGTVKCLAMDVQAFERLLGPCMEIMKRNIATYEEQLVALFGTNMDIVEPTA
LANA DNA inh – inhibitors of KSHV LANA C-terminal domain DNA binding; hit rate 0.078% among 340,000; MBP-C-LANA/FAM-LBS DNA binding, fluorescence polarization; inhibition, % at 9 µM; AID 504423;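 active means highest replicate inhibition at or above 60% at 9 µM, even if other replicates fall short; inactive means all replicates below 60% inhibition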;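 further: 0% = neutral control wells and 100% = 4 µM acridine orange control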
Keap1-Nrf2 PPI – inhibitors of human Keap1-Nrf2 protein-protein interaction; Keap1 Kelch-Nrf2 peptide fluorescence polarization, 1536-well; inhibition, % at 9.4 µM; hit rate 0.15% among 340,000; in the data active means inhibition above about 12%;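 further: human Keap1 Kelch domain with fluorescein labeled Nrf2 9mer peptide probe; 0% = neutral control wells and 100% = peptide positive control; higher means more block of Keap1 binding to Nrf2 peptide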
Target sequence (Q14145 whole entry, looked up, the tested form may be a part): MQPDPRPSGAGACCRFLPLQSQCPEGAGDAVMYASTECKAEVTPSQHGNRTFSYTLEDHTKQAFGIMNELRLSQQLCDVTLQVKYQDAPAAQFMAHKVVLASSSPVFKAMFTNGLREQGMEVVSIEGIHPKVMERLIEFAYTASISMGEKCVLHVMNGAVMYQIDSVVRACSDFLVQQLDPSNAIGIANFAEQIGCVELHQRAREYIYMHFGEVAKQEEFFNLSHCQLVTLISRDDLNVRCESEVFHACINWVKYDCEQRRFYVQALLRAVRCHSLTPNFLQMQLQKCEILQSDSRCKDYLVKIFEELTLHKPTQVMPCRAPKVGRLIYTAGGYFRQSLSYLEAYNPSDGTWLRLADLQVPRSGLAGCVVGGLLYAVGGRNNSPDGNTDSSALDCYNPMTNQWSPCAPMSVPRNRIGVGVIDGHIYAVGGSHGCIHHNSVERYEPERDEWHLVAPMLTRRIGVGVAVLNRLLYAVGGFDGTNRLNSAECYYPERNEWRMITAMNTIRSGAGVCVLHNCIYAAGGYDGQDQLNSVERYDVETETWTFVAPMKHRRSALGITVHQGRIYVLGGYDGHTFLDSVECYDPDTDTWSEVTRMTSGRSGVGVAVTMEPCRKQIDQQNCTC
Rtt109 Vps75 – inhibitors of Candida albicans Rtt109/Vps75 histone acetyltransferase | inhibition, % at 34.9 µM | purified Rtt109/Vps75, ThioGlo CoA-SH fluorescence, 4 h | AID 540336 | hit rate 0.16% among 330,000 | Q5AAJ8;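 active means inhibition of at least 50% in every replicate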
CAL PDZ FP-1 – blocks peptide binding to human CAL PDZ domain. purified CAL PDZ, TMR-peptide fluorescence polarization, 1 h. inhibition, % at 20 µM. hit rate 0.02% among 330,000. AID 504414;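 active means highest replicate inhibition of at least 40%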;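 further: plate controls were DMSO neutral control wells for no effect and unlabeled competitor peptide control wells for full effect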
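Test system: purified CerCALP PDZ construct; Compound dosing: one concentration, 20 µM compound; Also added: TMR-labelled reporter peptide T*-PRC34 bound in PDZ groove; Read-out: inhibition from polarization loss; Controls: unlabelled peptide and DMSO controls; Signal: FP readout, S and P plane fluorescence; Incubation: 1 h at RT.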
SR-BI uptake up – SR-BI HDL lipid transfer activation | CHO ldlA[mSR-BI] cells, DiI-HDL uptake fluorescence, 3 h; 100 = double the neutral-control signal | activation, % at 12.5 µM | hit rate 0.096% among 320,000;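 active means mean replicate activation of at least 60% and every replicate at or above 60%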;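 further: 0% = median plate neutral-control signal and 100% = twice that signal; values of inactives mirror those of a sister screen read the other way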
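Assay system: CHO ldlA[mSR-BI] cells, LDL receptor-null, SR-BI overexpressing; medium: Ham's F12 with 0.5% BSA, HEPES 25 mM, pH 7.4; also added: DiI-HDL 10 µg/mL; timing: 3 h uptake period with compound, 37 °C; signal: DiI fluorescence, bottom read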
RTF Ca sens inh – cardiac RTF calcium desensitization | IANBD-labeled cardiac RTF, Ca2+ fluorescence | inhibition, % at 7.15 µM | hit rate 0.12% among 340,000;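 active means inhibition above the mean inhibition of all tested compounds plus 3 SD, cut at about 17% in these data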;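 further: assay run at fixed EC70 calcium of 1.6 mM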
DAGLB inhibitor – diacylglycerol lipase beta (human) inhibition. hit rate 0.059% among 340,000. Q8NCG7. inhibition, % at 5.17 µM. HEK293T DAGLB membrane lysate, EnzChek fluorogenic substrate; in the data active means inhibition above about 34%;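 further: 0% = enzyme with vehicle and 100% = wells lacking enzyme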
CAL PDZ FP-2 – CAL PDZ (human) peptide binding inhibition; inhibition, % at 24.9 µM; AID 602252; Q9HD26; purified CAL PDZ, TMR-peptide fluorescence polarization, 1 h; hit rate 0.92% among 300,000;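 active means mean inhibition of at least 30% with at least half of replicates also reaching 30%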;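 further: 0% = DMSO neutral control and 100% = excess unlabeled competitor peptide PRC23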
RTF Ca sens act – increases calcium sensitivity of human cardiac regulated thin filaments | P19429+P45379 | IANBD-labeled TnC RTF fluorescence at EC20 calcium; 0% EC20 calcium, 100% full calcium | activation, % at 7.2 µM | hit rate 0.24% among 340,000 | AID 493008;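 active means activation above the mean over all tested compounds plus 3 SD, cut at about 30% in these data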;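 further: rise in fluorescence read as greater calcium sensitivity of cardiac thin filaments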
Starred values were filed as active, the others as inactive; . = no result given.

(1) O=C(O)CCc1nn2c3ccccc3n(CCN3CCCCC3)c2nc1=O
(2) O=C(C#Cc1ccccc1)c1ccc([N+](=O)[O-])cc1
(3) CC1CC(C)CN(C(=O)C(C)N2CCN(S(=O)(=O)c3ccccc3F)CC2)C1 (stereo unspecified)
(4) CC(C)Oc1ccc(S(=O)(=O)N2CCOCC2)cc1NC(=O)CC1CCCC1
(5) CCn1c(SCC(=O)Nc2nc(-c3ccccc3)cs2)nnc1-c1ccccc1
(6) Clc1ccc(-c2nc3n(n2)Cc2ccccc2-3)cc1
(7) O=C(OCC(=O)N1CCCC1)c1cc(Cl)ccc1Cl
(8) O=C(NCc1ccc(F)cc1)C(c1ccccc1)N(C(=O)c1csnn1)C1CC1 (stereo unspecified)
assay / compound | 1 | 2 | 3 | 4 | 5 | 6 | 7 | 8
PKA-R2B act | 8 | -6 | 9 | -14 | -15 | -7 | 1 | -2
LANA DNA inh | 1.0 | -0.6 | -0.1 | 1.6 | -0.2 | -1.1 | -1.4 | 1.6
Keap1-Nrf2 PPI | 3 | 2 | 5 | 0 | -8 | -3 | 5 | 5
Rtt109 Vps75 | 4 | 11 | -3 | 0 | . | -4 | -4 | 0
CAL PDZ FP-1 | -0.1 | -1.5 | 0.6 | -1.4 | -2.5 | -1.0 | 1.0 | -1.6
SR-BI uptake up | 18 | -9 | 13 | 21 | -19 | -56 | -25 | 10
RTF Ca sens inh | 1 | -15 | 3 | 9 | -6 | -5 | 2 | -15
DAGLB inhibitor | -1 | 12 | 1 | -4 | -2 | -3 | -6 | 2
CAL PDZ FP-2 | -1 | -2 | . | -2 | -2 | -1 | 2 | -2
RTF Ca sens act | -8 | -5 | -3 | -2 | 8 | 6 | -1 | -2

(9) CCc1ccc(NC(=O)CNC(=O)[C@@H]2Cc3ccccc3CN2)cc1
(10) COc1ccc(NC2CCCN(C(=O)c3cc4ncccn4n3)C2)cc1 (stereo unspecified)
(11) CCCCN(C(=O)CCC(=O)Nc1cc(C)on1)C(C(=O)NC1CCCC1)c1ccc(OC)cc1 (stereo unspecified)
(12) CN(Cc1ccccc1F)C(=O)COc1ccc(C(=O)c2ccccc2)cc1
(13) Cc1c(CN2CCC(CO)(CCOc3ccccc3)CC2)[nH]c2ccc(Cl)cc12
(14) COc1ccc(NS(=O)(=O)c2ccc3c(c2)N(C(C)=O)CCO3)c(OC)c1
(15) N#CCCCN1C(=O)C(=C(C#N)C#N)c2ccccc21
(16) Cc1cc(=O)n(CCc2ccccc2)c(O)c1C#N
assay / compound | 9 | 10 | 11 | 12 | 13 | 14 | 15 | 16
PKA-R2B act | 1 | 4 | -1 | 8 | -10 | 2 | -6 | -5
LANA DNA inh | -0.5 | 0.4 | -0.6 | -0.4 | 0.0 | 0.8 | -0.3 | 4.8
Keap1-Nrf2 PPI | -1 | 3 | -4 | 7 | -6 | -3 | -5 | -3
Rtt109 Vps75 | -4 | 0 | 12 | 1 | 8 | 9 | 27 | -3
CAL PDZ FP-1 | -2.2 | -0.8 | -2.4 | -2.1 | -3.1 | -2.8 | -2.0 | .
SR-BI uptake up | 10 | 6 | . | . | -28 | -20 | 6 | -4
RTF Ca sens inh | -6 | -8 | -10 | 9 | -15 | 3 | 6 | -20
DAGLB inhibitor | 1 | 1 | 0 | -10 | 0 | 1 | -3 | 9
CAL PDZ FP-2 | -2 | . | 0 | 4 | 0 | -1 | -3 | -3
RTF Ca sens act | 6 | -1 | -2 | -1 | 9 | 0 | -6 | -10

(17) O=C(COc1ccccc1Cl)NNC(=O)c1ccc2c(=O)n3c(nc2c1)CCC3
(18) COc1cc(C(=O)Nc2cccc(C)c2C)c(Br)c(OC)c1OC
(19) COCC(C)NC(=O)C1c2ccccc2Oc2ccccc21 (stereo unspecified)
(20) O=c1c2cc(N3CCOCC3)ccc2[nH]c(=S)n1CCCN1CCCCC1
(21) COc1ccccc1NC(=O)c1sc2nc(N3CCOCC3)c3c(c2c1N)CCCC3
(22) Cc1cccc2cc(CN(CC3CCCO3)C(c3nnnn3Cc3ccco3)C(C)C)c(=O)[nH]c12 (stereo unspecified)
(23) O=C(CSc1ncn[nH]1)N1CCN(c2nnc(-c3ccccc3)c3ccccc23)CC1
(24) Cc1ccccc1CN1C(=O)C2(OCCCO2)c2ccccc21
assay / compound | 17 | 18 | 19 | 20 | 21 | 22 | 23 | 24
PKA-R2B act | -4 | -3 | 5 | -4 | 4 | -10 | 3 | 1
LANA DNA inh | -0.3 | -0.7 | 0.6 | 0.6 | 1.3 | 2.7 | 0.3 | 0.6
Keap1-Nrf2 PPI | -3 | 4 | -1 | 1 | 1 | -9 | -5 | -3
Rtt109 Vps75 | -1 | 4 | 0 | -2 | -1 | 15 | 4 | -1
CAL PDZ FP-1 | -1.2 | -2.2 | 1.1 | -0.9 | -1.1 | -0.2 | 5.2 | -0.9
SR-BI uptake up | 2 | -9 | 23 | 30 | . | 9 | -19 | 26
RTF Ca sens inh | -6 | -7 | -8 | -9 | 2 | -8 | -5 | 3
DAGLB inhibitor | -2 | -1 | 0 | 1 | -1 | 1 | -1 | -6
CAL PDZ FP-2 | -2 | 0 | -2 | 4 | . | . | 0 | .
RTF Ca sens act | -1 | -2 | -3 | 5 | 1 | -1 | 3 | 1

(25) COc1ccc(NCc2nnc(-c3ccccc3)o2)cc1
(26) CCc1ccc(NC(=O)CCCNC(=O)Cn2cnc3sc(C)c(C)c3c2=O)cc1
(27) COc1ccccc1NC(=O)c1c(O)c2ccccc2[nH]c1=O
(28) Cc1ccc2nc(N(CCN(C)C)C(=O)c3ccc4c(c3)OCCO4)sc2c1
(29) COc1ccc(N2CCN(CCC(=O)c3ccc4ccccc4c3)CC2)cc1
(30) CC1CCN(CCCCOc2ccccc2F)CC1
(31) CC(C)CN(CC(C)C)C(=O)CN1C(=O)NC2(CCc3ccccc3C2)C1=O (stereo unspecified)
(32) CC1CCCC(NC(=O)COC(=O)c2cccnc2Cl)C1C (stereo unspecified)
assay / compound | 25 | 26 | 27 | 28 | 29 | 30 | 31 | 32
PKA-R2B act | 3 | -5 | -10 | -12 | -7 | 9 | -4 | -9
LANA DNA inh | -0.2 | 1.4 | -0.4 | -0.2 | -0.3 | -1.6 | 1.7 | 4.6
Keap1-Nrf2 PPI | -5 | 2 | 2 | -8 | -1 | 2 | -2 | -2
Rtt109 Vps75 | -38 | -2 | 9 | 4 | -7 | 6 | 10 | 0
CAL PDZ FP-1 | 0.3 | -0.4 | -0.7 | 18 | -1.6 | -1.3 | -0.3 | -0.7
SR-BI uptake up | 8 | . | -11 | -10 | 4 | -6 | -26 | 5
RTF Ca sens inh | -5 | 7 | 0 | -1 | 0 | -4 | 2 | 2
DAGLB inhibitor | 1 | 1 | -1 | -2 | 7 | -3 | -5 | -3
CAL PDZ FP-2 | 7 | . | -1 | -6 | 1 | -1 | -3 | -4
RTF Ca sens act | 1 | -1 | 4 | -3 | 0 | -3 | -7 | 1

(33) COc1cc(OC)cc(-c2nc3ccccc3s2)c1
(34) O=C(c1ccc([N+](=O)[O-])cc1)N(Cc1ccccc1)Cc1ccccc1
(35) COC(=O)c1cc(S(=O)(=O)N2CCCC(C)C2)cn1C (stereo unspecified)
(36) O=C(Nc1ccccc1)C1CC2CCC1C2 (stereo unspecified)
(37) COc1ccc(C2c3ccc4ccccc4c3Oc3ncn(Cc4ccco4)c(=N)c32)cc1OC (stereo unspecified)
(38) Cc1ccn(CC(=O)N2CCCC(Nc3ccc(F)c(F)c3)C2)n1 (stereo unspecified)
(39) Cn1c(SCC2CCCO2)nnc1-c1ccc([N+](=O)[O-])cc1 (stereo unspecified)
(40) COCCSc1nnc(NC(=O)c2ccco2)s1
assay / compound | 33 | 34 | 35 | 36 | 37 | 38 | 39 | 40
PKA-R2B act | -7 | -7 | -7 | -2 | -10 | 5 | 6 | 4
LANA DNA inh | -1.1 | 0.5 | -1.1 | 3.7 | -0.1 | -1.7 | -1.5 | 0.9
Keap1-Nrf2 PPI | -5 | 4 | -1 | 4 | -4 | -1 | 0 | -2
Rtt109 Vps75 | 1 | -3 | 6 | -1 | 6 | 1 | . | 7
CAL PDZ FP-1 | -3.5 | -0.4 | -2.1 | 0.0 | -1.8 | 1.4 | -0.1 | -0.1
SR-BI uptake up | -28 | -7 | 6 | 9 | 9 | -12 | -19 | 11
RTF Ca sens inh | -6 | 6 | -1 | -5 | -5 | 1 | -2 | -8
DAGLB inhibitor | -7 | -2 | 0 | 0 | 0 | 0 | -1 | -2
CAL PDZ FP-2 | . | . | -1 | . | -9 | -2 | -10 | 6
RTF Ca sens act | 4 | 5 | -3 | -1 | 8 | 0 | -1 | 0

(41) CCCCC[n+]1ccn(-c2nc3ccccc3nc2[N-]S(=O)(=O)c2ccccc2)c1
(42) COc1ccc(S(=O)(=O)NCC(=O)N(CC(=O)NCc2ccco2)C2CCCC2)cc1
(43) CC(=O)Nc1ccc(SC[C@H](Cc2ccccc2)N2CC[C@@H](C(C)(C)C)CCC2=O)cc1
(44) CC1CN(c2nc(Nc3ccccc3F)nc(N)c2[N+](=O)[O-])CC(C)O1 (stereo unspecified)
(45) CC(=O)Nc1ccc(Nc2ccc(S(=O)(=O)C(F)(F)F)cc2[N+](=O)[O-])cc1
(46) CC1CCCCN1C(=O)CN1C(=O)c2ccccc2S1(=O)=O (stereo unspecified)
(47) CCC1(C)N(O)C(C)(C)C(c2ccc(OC)cc2)=[N+]1[O-] (stereo unspecified)
assay / compound | 41 | 42 | 43 | 44 | 45 | 46 | 47
PKA-R2B act | 0 | 2 | -12 | 2 | -14 | -11 | 4
LANA DNA inh | -2.4 | -1.9 | 3.3 | 22 | 4.1 | 0.4 | -0.6
Keap1-Nrf2 PPI | 1 | -1 | -4 | 1 | -2 | 4 | 3
Rtt109 Vps75 | 12 | 1 | 21 | 9 | -7 | 11 | -6
CAL PDZ FP-1 | -0.4 | -2.8 | -1.7 | -1.6 | -0.6 | -2.1 | -0.6
SR-BI uptake up | 21 | -3 | 16 | -37 | 0 | 13 | 9
RTF Ca sens inh | -1 | 3 | 10 | 0 | 1 | 5 | -3
DAGLB inhibitor | 0 | 1 | 0 | 1 | 15 | 0 | 0
CAL PDZ FP-2 | . | 22 | 1 | -2 | 6 | -4 | -2
RTF Ca sens act | 0 | -3 | -2 | -5 | 3 | 0 | -3
